BoNT-F LC inh = blocks Botulinum neurotoxin F light chain protease; 360,000 compounds, 0.22% hits; Multiplex microsphere protease cleavage assay, flow cytometry; inhibition, % at 10 µM; AID 588497; in the data active means inhibition above about 35%, passing the limit was not always enough; inconclusive means no clear call, values can overlap the other calls; further: plate controls were buffer without enzyme for full effect and enzyme alone for no effect
MazEF act = MazEF (E. coli) toxin RNase activation; activation, % at 20 µM; FAM/BHQ RNA-DNA oligo cleavage fluorescence, 5 h; 350,000 compounds, 0.32% hits; in the data active means activation above about 50%
Target sequence (P0AE70 whole entry, looked up): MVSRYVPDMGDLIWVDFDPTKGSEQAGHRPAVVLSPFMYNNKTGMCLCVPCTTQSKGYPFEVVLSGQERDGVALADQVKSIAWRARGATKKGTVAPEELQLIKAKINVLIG
FadD28 FP inh = M. tuberculosis FadD28 bisubstrate binding inhibition; 360,000 compounds, 0.22% hits; inhibition, % at 12.5 µM; FadD28 bisubstrate probe binding, fluorescence polarization; AID 588549; in the data active means inhibition above about 8.5%, passing the limit was not always enough; inconclusive means no clear call, values can overlap the other calls
Mtb FBA inh = Mtb fructose-bisphosphate aldolase inhibition | 360,000 compounds, 2.3% hits | inhibition, % at 1 µM | purified M. tuberculosis FBA, fluorescence read-out; in the data active means inhibition above about 27%;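 further: 0% = vehicle and 100% = reference inhibitor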
Target sequence (P9WQA3 whole entry, looked up): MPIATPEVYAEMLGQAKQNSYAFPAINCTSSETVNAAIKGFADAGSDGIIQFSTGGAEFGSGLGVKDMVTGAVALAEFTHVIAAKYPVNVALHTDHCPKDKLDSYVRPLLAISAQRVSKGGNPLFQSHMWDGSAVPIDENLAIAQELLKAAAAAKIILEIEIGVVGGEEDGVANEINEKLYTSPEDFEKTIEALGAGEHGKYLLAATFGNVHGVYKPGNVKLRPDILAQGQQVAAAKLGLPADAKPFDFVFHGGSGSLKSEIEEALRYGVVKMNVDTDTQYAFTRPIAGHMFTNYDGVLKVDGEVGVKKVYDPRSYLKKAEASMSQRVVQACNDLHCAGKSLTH
Rv3671c inh = inhibitors of M. tuberculosis serine protease Rv3671c. P9WHR9. inhibition, % at 5.96 µM. 320,000 compounds, 0.048% hits. AID 2606; in the data active means inhibition above about 38%;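 further: extracellular domain of Rv3671c used as enzyme; 0% = enzyme with DMSO and 100% = no enzyme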
PrPC surface inh = inhibitors of human cell surface prion protein PrPC | P04156 | TR-FRET read-out | inhibition, % at 13.8 µM | 370,000 compounds, 0.43% hits; in the data active means inhibition above about 24%; further: 0% = median of the test wells and 100% = reference compound wells
UGM FP inh = Mtb UDP-galactopyranose mutase inhibition | P9WIQ1 | purified UGM, fluorescence polarization probe displacement | inhibition, % at 10 µM | 320,000 compounds, 0.06% hits | AID 504406; in the data active means inhibition above about 10%, passing the limit was not always enough; inconclusive means no clear call, values can overlap the other calls
Target sequence (P9WIQ1 whole entry, looked up): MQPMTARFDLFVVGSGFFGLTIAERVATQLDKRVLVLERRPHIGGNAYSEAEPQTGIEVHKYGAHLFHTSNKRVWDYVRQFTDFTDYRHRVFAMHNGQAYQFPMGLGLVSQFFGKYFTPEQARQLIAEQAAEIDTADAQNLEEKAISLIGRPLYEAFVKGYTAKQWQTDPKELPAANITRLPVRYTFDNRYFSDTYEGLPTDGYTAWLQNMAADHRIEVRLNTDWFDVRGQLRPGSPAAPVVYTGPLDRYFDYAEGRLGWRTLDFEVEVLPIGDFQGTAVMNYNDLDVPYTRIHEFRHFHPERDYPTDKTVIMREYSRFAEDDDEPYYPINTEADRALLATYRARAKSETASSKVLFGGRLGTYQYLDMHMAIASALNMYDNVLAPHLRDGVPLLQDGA
BioA inh = BioA (M. tuberculosis) enzyme inhibition; purified M. tuberculosis BioA enzyme, plate reader; 360,000 compounds, 0.096% hits; AID 602481; inhibition, % at 9.99 µM; in the data active means inhibition above about 40%; inconclusive means no clear call, values can overlap the other calls
GDH-TPI counter = GDH-TPI coupled enzyme inhibition counter-screen. GDH-TPI coupled enzyme counterscreen, NADH absorbance. 360,000 compounds, 1.2% hits. AID 588335. inhibition, % at 4.8 µM; in the data active means inhibition above about 30%;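 further: 0% = DMSO wells and 100% = wells lacking the enzyme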
Starred values were filed as active, the others as inactive; u = inconclusive; x = not tested or not shown.

SMILES	BoNT-F LC inh	MazEF act	FadD28 FP inh	Mtb FBA inh	Rv3671c inh	PrPC surface inh	UGM FP inh	BioA inh	GDH-TPI counter
O=C(COC(=O)c1ccc[nH]c1=O)Nc1ccc(N2CCCCC2)cc1	-11	6	-3.6	1	3	6	1.6	0.5	-8
C=CCNC(=O)COc1ccc(Br)cc1Cl	6	5	-0.7	-1	-10	1	0.7	-2.0	-5
Nc1nc(NC2CCCC2)cc(=O)[nH]1	0	7	-1.5	0	x	4	x	-0.3	4
CCn1cc(/C=C(/C#N)S(=O)(=O)c2ccccc2)cn1	-3	-4	0.9	1	0	-2	-0.2	x	29
O=C(CS(=O)(=O)c1cn(Cc2cccc(F)c2)c2ccccc12)N1CCOCC1	8	2	-4.6	-4	9	7	-3.2	0.6	8
Cc1c2cnn(CC(=O)NCCCN3CC(C)CC(C)C3)c(=O)c2c(C)n1Cc1ccccc1Cl (stereo not given)	-1	1	-2.9	3	2	-1	0.2	3.2	0
COc1cc(NC(=O)c2ccc(Br)o2)c(C(=O)O)cc1OC	u	-7	-0.8	-1	6	0	2.2	0.5	17
Cc1ccc(C)c(C(=O)CCC(=O)O)c1	13	11	-1.1	1	-2	0	-0.3	-2.6	9
COc1ccc(CN(C(=O)c2cnccn2)C(C(=O)NC(C)(C)C)c2cc(OC)c(OC)c(OC)c2)cc1 (stereo not given)	-5	0	-0.9	2	-1	-5	5.0	-0.5	6
CN(CC(=O)Nc1ccccc1Cl)C(=O)c1cccc(S(=O)(=O)N2CCN(c3ccc(F)cc3)CC2)c1	-1	1	-1.6	4	9	8	1.5	0.1	8

Complete entries as entered above. Order of values: BoNT-F LC inh | MazEF act | FadD28 FP inh | Mtb FBA inh | Rv3671c inh | PrPC surface inh | UGM FP inh | BioA inh | GDH-TPI counter
CN(CC(=O)Nc1ccccc1Cl)C(=O)c1cccc(S(=O)(=O)N2CCN(c3ccc(F)cc3)CC2)c1 in the list: -1 | 1 | -1.6 | 4 | 9 | 8 | 1.5 | 0.1 | 8
C=CCNC(=O)COc1ccc(Br)cc1Cl in the list: 6 | 5 | -0.7 | -1 | -10 | 1 | 0.7 | -2.0 | -5

The list goes on:
SMILES	BoNT-F LC inh	MazEF act	FadD28 FP inh	Mtb FBA inh	Rv3671c inh	PrPC surface inh	UGM FP inh	BioA inh	GDH-TPI counter
CCC(CO)N=CC1=C(O)CC(C)(C)CC1=O (stereo not given)	18	9	-0.5	2	1	6	0.7	-1.3	12
COC(=O)C(C)N1C(=O)S/C(=C\c2ccc(-c3ccc(C(=O)O)cc3C)o2)C1=O (stereo not given)	-9	1	-2.3	-2	-10	11	0.1	0.9	7
Cc1n(-c2ccccc2)c2ccc(Cl)cc2[n+]1CCO	-2	0	0.6	2	4	-1	0.1	x	-2
Clc1ccc(Nc2nc(N3CCOCC3)nc(N3CCOCC3)n2)cc1Cl	-7	1	-3.1	2	-19	-7	-2.5	0.1	1
CCS(=O)(=O)N1CCCC(C(=O)NCc2cccnc2)C1 (stereo not given)	2	1	0.5	2	-4	7	0.4	-0.7	9
O=C(CN(C(=O)c1csnn1)c1ccc2c(c1)OCCO2)NCc1ccc(F)cc1	3	3	-3.5	1	8	-4	-0.4	23	-15
Cc1ccc(C(=O)NCc2ccc3c(c2)OCO3)cc1N1CCCC1=O	-4	8	-2.3	-2	6	-5	-2.5	0.5	-15
CCOC(=O)c1c(C)n(C)c2cc(CN(C)C)c(O)c(S(=O)(=O)c3ccccc3)c12	1	-4	-3.7	-5	-3	1	-1.9	x	13
O=C(NC1(C(F)(F)F)NC(=O)N(Cc2cccnc2)C1=O)c1ccccc1Cl (stereo not given)	-5	0	-0.3	2	0	1	0.3	0.4	2
N#Cc1c(C(F)(F)F)cc(-c2cccc(Cl)c2)[nH]c1=O	-23	-2	-13	156*	-14	4	-0.2	0.6	3

Looked up by compound from above (five):
SMILES	BoNT-F LC inh	MazEF act	FadD28 FP inh	Mtb FBA inh	Rv3671c inh	PrPC surface inh	UGM FP inh	BioA inh	GDH-TPI counter
Clc1ccc(Nc2nc(N3CCOCC3)nc(N3CCOCC3)n2)cc1Cl	-7	1	-3.1	2	-19	-7	-2.5	0.1	1
Cc1ccc(C)c(C(=O)CCC(=O)O)c1	13	11	-1.1	1	-2	0	-0.3	-2.6	9
CCS(=O)(=O)N1CCCC(C(=O)NCc2cccnc2)C1 (stereo not given)	2	1	0.5	2	-4	7	0.4	-0.7	9
C=CCNC(=O)COc1ccc(Br)cc1Cl	6	5	-0.7	-1	-10	1	0.7	-2.0	-5
COc1ccc(CN(C(=O)c2cnccn2)C(C(=O)NC(C)(C)C)c2cc(OC)c(OC)c(OC)c2)cc1 (stereo not given)	-5	0	-0.9	2	-1	-5	5.0	-0.5	6

The list continues:
SMILES	BoNT-F LC inh	MazEF act	FadD28 FP inh	Mtb FBA inh	Rv3671c inh	PrPC surface inh	UGM FP inh	BioA inh	GDH-TPI counter
Cc1ccc(C(=O)Nc2ccc(N3CCCC3)cc2)c(C)c1	-81	-1	-4.1	-4	-18	7	2.6	x	1
Cc1ccc(OC(=O)CCC(=O)N2CCc3ccccc32)cc1	0	-3	-0.5	-1	-8	0	-1.6	-2.4	7
CCSc1nsc(NC(=O)Nc2cccc(F)c2)n1	-33	4	4.0	0	-122	40*	-0.9	-1.1	-11
c1csc(-c2nc(CN3CCSCC3)cs2)c1	u	8	-2.8	-1	-5	-7	-0.7	0.9	18
CCOC(=O)C1(Cc2cccc(Cl)c2)CCCN(C(=O)C(C)(C)C)C1 (stereo not given)	u	-1	-4.5	2	-7	4	2.9	1.6	11
Cc1ccc2nc(C(=O)N3CCCC(Nc4ccc(F)cc4)C3)cn2c1 (stereo not given)	-2	0	1.2	3	5	6	-2.6	-3.6	-2
COc1ccc(CNC(=O)C(OC(=O)c2ccco2)c2ccccc2F)cc1 (stereo not given)	11	4	-0.8	-1	-3	-3	0.7	-0.4	-4
CC(OC(=O)C1=NNC(=O)CC1)C(=O)Nc1ncc(Cl)cc1Cl (stereo not given)	-3	-3	-1.9	3	4	4	1.6	x	0
COc1ccc(C(=O)NCc2cnn(C)c2C)cc1OC1CCN(C(C)C)CC1	4	0	0.2	-1	3	-4	-2.8	-1.5	-8
COc1ccccc1-n1c(SCC(=O)NCc2ccc3c(c2)OCO3)nc2cc([N+](=O)[O-])ccc21	-14	-3	-1.3	-3	-2	-6	-0.4	x	2
Cc1ccc(C(=O)NNS(=O)(=O)c2ccccc2[N+](=O)[O-])cc1	9	16	-0.8	2	-4	-2	2.6	-4.3	1
Oc1ccc(/C=N/n2c3ccccc3c3ccccc32)cc1	-21	4	-1.3	0	9	6	1.3	-1.6	20
O=C(Nc1nc2ccccc2s1)c1ccc(Cl)s1	4	4	2.2	7	-9	8	5.9	-1.7	22
C=CCOC(=O)C1=C(C)NC(=O)NC1c1ccc(Cl)cc1 (stereo not given)	6	5	-0.5	6	-17	9	-0.4	-0.4	6
CC(=O)N1CCN(c2nnc(-c3ccc(C)cc3)c3ccccc23)CC1	u	2	-4.5	2	2	-6	0.6	x	18
Fc1ccc(C[n+]2csc3ccccc32)cc1	-2	8	-2.1	-1	-6	0	-4.0	-7.1	-4
Cc1ccc(-c2csc(N=C(N)N)n2)cc1	u	-3	-4.1	-4	8	3	0.5	-0.6	-13
Cc1ccc(S(=O)(=O)N2C[C@H]3N(C(=O)OC(C)C)N(C(=O)OC(C)C)C[C@H](OC(=O)NC4CCCC4)[C@@]3(O)C2)cc1	-8	-2	-0.8	-2	x	1	x	2.4	3
COc1ccc(NC(=O)c2ccc(Br)o2)c([N+](=O)[O-])c1	2	4	0.1	-2	6	-12	-3.5	-1.3	20
Cc1[nH]c2ccc(F)cc2c1CCN(Cc1cccnc1)C(=S)NC(C)(C)C	-37	-1	-3.4	3	-8	-1	2.5	-2.0	-3
NC(=O)CSP(=O)(c1ccccc1)c1ccccc1	-1	7	-3.0	0	2	-2	1.5	-0.1	-11
CC1CN(Cc2nc3c(c(=O)n(C)c(=O)n3C)n2CCCc2ccccc2)CC(C)O1 (stereo not given)	5	8	-1.6	-2	3	3	5.4	-4.5	8
Cn1cc(CN2CCC(C(=O)Nc3cccc(-c4cscn4)c3)CC2)cn1	8	5	0.1	-1	-2	-7	-1.3	0.3	1
COc1ccccc1NC(=O)CSc1nnnn1-c1ccc2c(c1)OCO2	3	0	0.7	3	-2	1	2.8	-0.5	-2
CCCNC(=O)C1(C)CCCN(C(=O)C(c2ccccc2)c2ccccc2)C1 (stereo not given)	5	x	-0.8	1	x	-2	x	0.3	0
COC(=O)c1c(C)[nH]c(C(=O)/C=C/c2ccccc2Cl)c1C	-3	1	-0.9	0	11	11	-2.6	x	1
Cc1cc(C)c(C(=O)OCc2csc(CC(=O)Nc3ccccc3C)n2)c(C)c1	-8	-1	x	0	-8	7	1.7	1.3	2
COc1ccc(S(=O)(=O)N2CCN(C(=O)NCc3ccc(OC)c(OC)c3)CC2)cc1	10	4	-0.5	1	-1	3	2.4	0.4	7
CCN(CC)CC(O)Cn1c2ccccc2c2ccccc21 (stereo not given)	4	8	-1.9	8	8	0	1.9	0.4	8
CC1CCN(C(=O)CSc2ccc(-c3ccc(F)cc3)nn2)CC1	1	-14	-0.1	2	0	-6	-1.9	1.2	5
COc1ccc(C2CC(=O)OC3=C2C(=O)CC(C)(C)C3)c(OC)c1 (stereo not given)	-12	-10	-4.3	0	-8	-6	-2.6	-0.6	1
CCC(Sc1ncccc1C(=O)Oc1cccc([N+](=O)[O-])c1)C(=O)Nc1ccccc1OC (stereo not given)	-7	-4	-2.5	0	-22	-9	0.7	x	16
COc1ccc(OC)c(NS(=O)(=O)c2ccc(Cl)nc2)c1	-8	-3	-2.0	-4	-6	-4	-2.0	x	2
O=c1[nH]c(-[n+]2ccccc2)c(/C=N/N=C(\[O-])c2ccccc2)s1	-4	-2	-3.0	-10	1	-33	1.2	x	57*
O=C(Nc1ncccn1)c1ccc(Cl)c([N+](=O)[O-])c1	x	-1	-1.3	1	2	-31	-1.4	1.1	6
O=C(NCCCN1CCOCC1)c1[nH]c(C(F)(F)F)nc1-c1ccccc1	-5	x	-2.7	-4	x	-7	x	0.3	x
Cc1ccc(C)c(OCCC(=O)OCC(=O)Nc2cccc(S(=O)(=O)N3CCCC3)c2)c1	-1	-2	u	0	-9	4	3.2	0.3	6
CC1=C(C(=O)N2CCOCC2)CC(CC(=O)NC2CC2)C(=O)N1Cc1ccc(C(C)(C)C)cc1 (stereo not given)	-2	3	-1.8	3	x	-5	x	-1.0	3
COCCn1c(C)cc(C(=O)COC(=O)c2ccccc2Br)c1C	-4	-1	-3.8	-2	-5	1	-1.5	1.4	-1
Cc1ccc(NC(=O)c2cnccn2)cc1C	-17	10	-2.2	0	2	-11	-0.8	2.5	16
COc1ccnc(CS(=O)c2nc3cc(C(O)(F)F)ccc3[nH]2)c1OC (stereo not given)	7	-7	3.1	4	-10	-8	7.3	-0.3	7
CN(C(=O)COC(=O)Cn1cnc2ccccc21)C1CCCCC1	-6	6	-0.6	0	-2	3	5.2	-1.9	5
Cc1ccc(NC(=O)CSc2nnc(-c3cnccn3)n2Cc2ccco2)cc1	-6	4	0.2	-3	1	10	-0.2	-2.9	16
CCSc1nnc(NC(=O)c2ccc3nc[nH]c3c2)s1	-8	5	-1.4	4	-3	3	0.9	1.6	12
C/C=C(/C)C(=O)OC1Cc2c(ccc3ccc(=O)oc23)OC1(C)C (stereo not given)	-2	0	-3.4	26	-7	5	-0.6	0.3	0
O=C(NCCn1cccn1)C1CCC(=O)N(CCc2cccc(F)c2)C1 (stereo not given)	3	6	-0.9	1	x	-6	0.2	0.2	-1
O=C(NC1CCCCC1)C(=S)NCc1ccccc1	-11	-4	0.3	-1	6	6	3.1	-2.9	12
COc1ccc([C@H]2N[C@]3(CCCN(Cc4cccn4C)C3=O)[C@H]3C(=O)N(Cc4ccccc4)C(=O)[C@@H]23)cc1	-3	0	-1.1	-1	x	-4	x	-0.9	2
COc1cccc(OC)c1C(=O)OCC(=O)NCC1CCCCC1	0	-9	-0.6	5	x	-9	x	-1.8	6
CC(C)C(=O)Nc1ccc(S(=O)(=O)N2CC3CC(C2)c2cccc(=O)n2C3)cc1 (stereo not given)	-4	-2	-4.2	1	2	-4	-0.5	-1.1	12
CCOC(=O)C1(CCc2ccccc2)CCN(C(=O)c2cnc(C)cn2)CC1	5	0	-1.4	4	1	-3	2.7	2.6	-4
COC(=O)c1c(O)cc(C(C)(C)C)n(-c2ccccc2)c1=O	-3	4	-3.9	2	4	4	2.7	-1.7	-5
CCCc1cc(N2CCOCC2)n2nc(C)c(-c3ccccc3)c2n1	u	-9	0.9	-1	-1	2	3.6	-0.9	7
